From PubChem BioAssay
E coli Lon inh: inhibitors of E. coli Lon protease, primary screen, biochemical, fluorescence polarization. P0A9M0. purified E. coli Lon protease. inhibition, % at 7.94 µM. 360,000 tested, 0.42% active; in the data active = inhibition above about 13%, passing the limit was not always enough;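 also: 0% = enzyme with probe and DMSO and 100% = no enzyme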
CSN inh: inhibitors of CSN-mediated cullin deneddylation, primary screen, biochemical, fluorescence polarization, uHTS; inhibition, % at 12.5 µM; 360,000 tested, 0.38% active; Purified CSN, SCF-Nedd8-OG deneddylation;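 active = pattern-corrected inhibition above about 35%, with an unprinted fluorescence ratio check between 0.5 and 1.5, limit read from the data, passing the limit was not always enough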;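 also: 0% = enzyme with substrate and 100% = substrate without enzyme; some results filed as inactive read as strong as hits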
Target sequence (Q92905 whole entry, looked up, one chain of several): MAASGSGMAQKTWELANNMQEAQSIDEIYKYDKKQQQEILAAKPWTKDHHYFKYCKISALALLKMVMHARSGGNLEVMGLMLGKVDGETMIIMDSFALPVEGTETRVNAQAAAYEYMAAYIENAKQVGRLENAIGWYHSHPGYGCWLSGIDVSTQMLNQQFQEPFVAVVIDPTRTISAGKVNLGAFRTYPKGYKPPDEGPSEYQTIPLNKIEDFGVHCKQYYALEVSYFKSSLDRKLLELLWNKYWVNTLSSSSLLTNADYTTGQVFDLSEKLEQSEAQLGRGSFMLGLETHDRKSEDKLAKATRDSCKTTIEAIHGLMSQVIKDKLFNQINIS
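Test system: purified human Csn5 enzyme expressed in HEK293T cells. Amount: 0.24 nM enzyme. Reagent: SCFSkp2-Nedd8OG substrate at 10 nM final. Schedule: 90 min incubation of compound, enzyme and substrate at room temperature. Detection: fluorescence polarization. Read-out: % inhibition of substrate cleavage by Csn5.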
Rpn11 block: Rpn11 (PSMD14) deubiquitinase inhibitors, primary screen, biochemical, fluorescence polarization, uHTS. 26S proteasome non-ATPase regulatory subunit 14 (Homo sapiens), O00487. human 26S proteasome, Ub4-pepOG fluorescence polarization; 20S core pre-blocked with epoxomicin. calls only at 20 µM. 360,000 tested, 0.59% active;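 active = inhibition at 20 µM, scaled to each plate's controls, above about 33%, limit read from the data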
PABP1 MLLE inh: inhibitors of PABP1 MLLE–PAM2 peptide binding, primary screen, biochemical, fluorescence polarization, FITC-PAM2, GST-MLLE; Polyadenylate-binding protein 1 (Homo sapiens), P11940; inhibition, % at 20 µM; 360,000 tested, 0.36% active; AID 588489, 2011; in the data active = inhibition above about 35%, passing the limit was not always enough;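 also: plate controls were DMSO wells with GST-MLLE for no effect and wells lacking GST-MLLE protein for full effect; some results filed as inactive read as strong as hits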
Target sequence (P11940 whole entry, looked up): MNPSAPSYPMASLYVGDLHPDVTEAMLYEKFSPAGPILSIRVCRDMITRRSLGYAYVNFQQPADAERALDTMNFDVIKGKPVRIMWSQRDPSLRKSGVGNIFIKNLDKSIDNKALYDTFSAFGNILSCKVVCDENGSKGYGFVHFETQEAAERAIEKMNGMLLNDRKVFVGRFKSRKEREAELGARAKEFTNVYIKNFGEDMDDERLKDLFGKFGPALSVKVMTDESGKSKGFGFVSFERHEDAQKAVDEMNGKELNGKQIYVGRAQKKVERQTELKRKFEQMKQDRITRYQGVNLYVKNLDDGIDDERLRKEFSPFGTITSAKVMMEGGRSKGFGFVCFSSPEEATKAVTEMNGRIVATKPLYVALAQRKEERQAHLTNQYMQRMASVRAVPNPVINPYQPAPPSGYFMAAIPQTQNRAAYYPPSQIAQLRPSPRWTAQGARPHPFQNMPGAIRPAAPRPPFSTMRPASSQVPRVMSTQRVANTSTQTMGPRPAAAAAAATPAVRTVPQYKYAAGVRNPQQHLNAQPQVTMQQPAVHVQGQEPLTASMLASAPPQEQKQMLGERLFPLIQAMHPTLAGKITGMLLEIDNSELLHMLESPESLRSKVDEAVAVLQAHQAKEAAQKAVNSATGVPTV
MT1-MMP act inh: blockers of MT1-MMP proenzyme processing, primary screen, HT1080 RFP-PRO-GFP cells, GFP/RFP fluorescence; Matrix metalloproteinase-14 (Homo sapiens), P50281; GFP/RFP ratio fluorescence, overnight; percent of plate control window, DMSO zero; 360,000 tested, 0.061% active; GFP/RFP ratio change, % at 20 µM;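 active = GFP/RFP ratio change of at least 30% with cell ATP level not reduced by more than half and red fluorescence within 50% of control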; also: strong numbers were not always called active
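Assay system: HT1080 RFP-PRO-GFP cells | Dosing: 20 µM single dose, 1% DMSO | Incubation: Cells overnight before dosing, compound overnight, 37 °C, 5% CO2 | Evaluation: GFP/RFP fluorescence ratio | Control set: DMSO-only wells and HT1080 RFP-L50D-GFP cell wells as references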
MsrA inhibitor: bovine MsrA enzyme inhibitors, primary screen, biochemical, absorbance, HTS; 360,000 tested, 0.75% active; purified bovine MsrA, absorbance read-out; inhibition, % at 15.5 µM; AID 651718, 2012; Methionine sulfoxide reductase A (Bos taurus); in the data active = inhibition above about 4.5%;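 also: 0% = vehicle wells with enzyme and 100% = reference inhibitor wells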
bovine MsrA act: bovine MsrA enzyme activators, primary screen, biochemical, absorbance, HTS; Methionine sulfoxide reductase A (Bos taurus); purified bovine MsrA, absorbance read-out; activation, % at 10.6 µM; 360,000 tested, 0.3% active; AID 602163, 2012; in the data active = activation above about 7.5%;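 also: 0% = vehicle and 100% = reference activator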
Rin1 Abl inh: inhibitors of Rin1-Abl protein binding, primary screen, biochemical, TR-FRET | 360,000 tested, 0.4% active | inhibition, % at 7.35 µM | AID 588664, 2011; in the data active = inhibition above about 5%, passing the limit was not always enough
FAS TE block: FAS thioesterase domain inhibitors, primary screen, biochemical, fluorescence intensity, uHTS | recombinant FAS-TE, OMFH fluorogenic substrate, fluorescence endpoint | inhibition, % at 15 µM | 360,000 tested, 0.67% active;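 active = compounds whose normalised, plate-corrected inhibition of enzyme fluorescence in the single-dose primary screen is 50% or more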;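 also: 0% = DMSO with enzyme and 100% = substrate without enzyme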
* = called active by the depositor; i = inactive; . = not tested or not shown.

Short forms – A = E coli Lon inh; B = CSN inh; C = Rpn11 block; D = PABP1 MLLE inh; E = MT1-MMP act inh; F = MsrA inhibitor; G = bovine MsrA act; H = Rin1 Abl inh; I = FAS TE block
> O=c1oc2ccccc2c(Nc2cccc3ccccc23)c1[N+](=O)[O-]
  A = -2	B = -6	C = i	D = 3	E = 5	F = 0.9	G = -14	H = 3	I = -4

> CC1CCCC(C)N1C(=O)CSc1nc2ccccc2s1 (stereo not given)
  A = 7	B = 3	C = i	D = 18	E = -3	F = -0.7	G = -3	H = 0	I = 4

> Cc1cc(OC(C)C(=O)Nc2ccncc2)ccc1Cl (stereo not given)
  A = -8	B = 1	C = i	D = 5	E = 1	F = 0.8	G = -3	H = -3	I = 2

> CCN(CC)S(=O)(=O)c1cc(NC(=O)CSc2nnc(-c3cccs3)o2)ccc1C
  A = 9	B = -10	C = i	D = 6	E = 1	F = 0.3	G = -11	H = 0	I = -4

> Cc1cccc(N2C(=O)C(CC(=O)Nc3cccc(F)c3)N(CCc3ccncc3)C2=O)c1 (stereo not given)
  A = -5	B = 0	C = i	D = 12	E = 1	F = 0.6	G = -1	H = 5.3*	I = -5

> CCN(CC)Cc1c(C(=O)N/N=C/c2ccccn2)nnn1-c1nonc1N
  A = -3	B = 2	C = i	D = -4	E = -3	F = -0.1	G = -4	H = -3	I = -4

> CCCc1noc2c1C(c1cc(Br)ccc1F)C(C#N)=C(N)N2 (stereo not given)
  A = 0	B = 2	C = i	D = 2	E = 2	F = 0.3	G = -8	H = 5	I = 11

> COc1cc(/C=N/n2cnnc2)ccc1OCC(=O)N1CCOCC1
  A = -1	B = 0	C = i	D = 3	E = 5	F = 0.7	G = -2	H = -3	I = -4

> CCOC(=O)c1c(S(=O)(=O)N2CCCC(C(=O)Nc3ncccc3C)C2)c(C)n(C)c1C (stereo not given)
  A = 13	B = -2	C = i	D = 5	E = 0	F = 1.4	G = 4	H = -2	I = -4

> Cc1ccc(NS(=O)(=O)c2ccc(C(=O)N3CCN(S(=O)(=O)c4ccccc4)CC3)cc2)cc1
  A = -2	B = -5	C = i	D = -7	E = 2	F = -0.9	G = -13	H = 1	I = 12

For reference, two of the compounds above:
Short forms – A = E coli Lon inh; B = CSN inh; C = Rpn11 block; D = PABP1 MLLE inh; E = MT1-MMP act inh; F = MsrA inhibitor; G = bovine MsrA act; H = Rin1 Abl inh; I = FAS TE block
> O=c1oc2ccccc2c(Nc2cccc3ccccc23)c1[N+](=O)[O-]
  A = -2	B = -6	C = i	D = 3	E = 5	F = 0.9	G = -14	H = 3	I = -4

> CC1CCCC(C)N1C(=O)CSc1nc2ccccc2s1 (stereo not given)
  A = 7	B = 3	C = i	D = 18	E = -3	F = -0.7	G = -3	H = 0	I = 4

(listing goes on)
Short forms – A = E coli Lon inh; B = CSN inh; C = Rpn11 block; D = PABP1 MLLE inh; E = MT1-MMP act inh; F = MsrA inhibitor; G = bovine MsrA act; H = Rin1 Abl inh; I = FAS TE block
> O=C(COC(=O)c1cc(S(=O)(=O)N2CCc3ccccc3C2)ccc1Cl)NCc1ccco1
  A = -6	B = 5	C = i	D = -6	E = -5	F = 0.1	G = -8	H = -1	I = 8

> CCOC(=O)c1c(C)nc2sccn12
  A = 10	B = -6	C = i	D = 4	E = -1	F = -0.3	G = -1	H = 0	I = -4

> O=C(O)c1ccc(N2C(=O)c3cccc4c(C(=O)O)ccc(c34)C2=O)cc1
  A = 0	B = 29	C = i	D = -17	E = -1	F = 5.5*	G = -4	H = 7	I = -5

> FC(F)C(F)(F)Oc1cccc(Nc2nccn3c(-c4ccc5ccccc5c4)cnc23)c1
  A = 0	B = 18	C = i	D = -17	E = -9	F = 0.8	G = -2	H = -2	I = 21

> COc1ccc(N(CC(=O)NCc2ccc3c(c2)OCO3)S(C)(=O)=O)cc1OC
  A = -9	B = -1	C = i	D = 1	E = 0	F = 1.5	G = -12	H = -1	I = -8

> COc1ccc(C(=O)c2sc3nc(C)cc(-c4cccs4)c3c2N)cc1
  A = -74	B = 10	C = i	D = -19	E = -95	F = 1.2	G = -4	H = 0	I = 8

> CCCSc1nnc(N)s1
  A = -6	B = -5	C = i	D = 7	E = 5	F = 0.3	G = -4	H = -2	I = -11

> O=C(CN1CCOCC1)N/N=C/c1ccc(-c2ccc(Br)cc2)o1
  A = 0	B = 0	C = i	D = -96	E = -1	F = 4.3	G = -4	H = 0	I = 2

> Cc1cc(C(=O)CSc2nc3ccccc3c(=O)[nH]2)c(C)n1C
  A = -1	B = -3	C = i	D = 12	E = -2	F = 0.8	G = -2	H = -3	I = -1

> Cc1cccc(C)c1NC(=O)COC(=O)c1cccnc1
  A = 1	B = -5	C = i	D = 11	E = -3	F = -1.6	G = -6	H = 2	I = -11

> COc1ccc(CCc2nnc(CCC(=O)NCc3cnc4ccccn34)o2)cc1
  A = -3	B = 5	C = i	D = 7	E = 4	F = 0.2	G = -3	H = 5	I = -12

> Cc1ccnn1CC(=O)N/N=C/c1ccc([N+](=O)[O-])s1
  A = 0	B = 2	C = i	D = 8	E = -3	F = 2.2	G = 0	H = -1	I = -5

> CC(=O)NCc1ccc(-c2csc(-c3cccs3)n2)cc1
  A = 1	B = 1	C = i	D = 14	E = -7	F = 1.2	G = -2	H = 0	I = 24

> Cc1ccc(NC(=O)c2cccs2)cc1[N+](=O)[O-]
  A = -2	B = 5	C = i	D = -1	E = 1	F = 0.7	G = -2	H = -3	I = 9

> Cc1cccc([N+](=O)[O-])c1NC(=O)COC(=O)C1CC2CCCC(C1)C2=O (stereo not given)
  A = 4	B = -5	C = i	D = 8	E = 3	F = 0.1	G = 4	H = 0	I = -8

> CSCCC(NC(=O)c1ccccc1Cl)C(=O)N1CCN(C(C)=O)CC1 (stereo not given)
  A = 0	B = 2	C = i	D = -5	E = 2	F = 0.4	G = -3	H = 1	I = -8

> O=C(C1CCN(S(=O)(=O)c2cccc([N+](=O)[O-])c2)CC1)N1CCOCC1
  A = -4	B = -3	C = i	D = -5	E = -1	F = 0.7	G = 1	H = 1	I = -1

> O=C(C(Cc1ccccc1)N1C(=O)c2ccccc2C1=O)N1c2ccccc2CCc2ccccc21 (stereo not given)
  A = 1	B = 4	C = i	D = 9	E = -15	F = -0.8	G = -1	H = 0	I = 29

> O=C(CCC(=O)OCC(=O)c1cccc([N+](=O)[O-])c1)Nc1ccccc1Cl
  A = 5	B = -2	C = i	D = 3	E = 6	F = -0.3	G = -3	H = -3	I = -7

> S=C(Nc1cccc(Cl)c1)Nc1ccc2c(c1)OCCO2
  A = 6	B = -3	C = i	D = 15	E = -2	F = -1.0	G = -4	H = 2	I = 0

> CC(C)CC#Cc1ccc2c(c1)O[C@H](CN(C)C(=O)Nc1ccccc1)[C@@H](C)CN([C@H](C)CO)S2(=O)=O
  A = -8	B = 6	C = i	D = -6	E = 3	F = 0.1	G = -2	H = -2	I = -2

> O=C(Cc1ccccc1)NNC(=O)C1CC=CCC1 (stereo not given)
  A = 4	B = 9	C = i	D = -3	E = 4	F = -0.8	G = -10	H = 3	I = 0

> O=C(CCC(=O)Nc1ccccc1Cl)NNC(=S)Nc1ccccc1C(F)(F)F
  A = -1	B = -1	C = i	D = 26	E = 0	F = 0.3	G = -3	H = -2	I = -5

> CCO[C@@H]1OC(C(=O)N2CCOCC2)=C[C@H](C(C)(C)C)[C@H]1CCCO
  A = 13	B = -1	C = i	D = 6	E = 1	F = 0.6	G = -1	H = 4	I = -11

> CC(=O)Nc1ccc(S(=O)(=O)Nc2ccc(S(=O)(=O)N3CCCCCC3)cc2)cc1
  A = 8	B = 0	C = i	D = 0	E = -1	F = -0.6	G = -8	H = 2	I = -6

> NC(=S)NNC(=O)[C@@H]1CCCC[C@@H]1C(=O)O
  A = -1	B = -3	C = i	D = 13	E = 0	F = .	G = -3	H = -2	I = -12

> CCC(C)(C)n1nnnc1C(c1cccc(C#N)c1)N1CCN(c2cccc(C)c2C)CC1 (stereo not given)
  A = 2	B = 4	C = i	D = -4	E = -21	F = -1.0	G = -3	H = 5	I = 30

> COC(=O)C1(C)CCCC2(C)c3cc(OC)ccc3C(=O)C(Br)C12 (stereo not given)
  A = -14	B = 0	C = i	D = -114	E = 0	F = -0.1	G = -2	H = 0	I = 6

> CC(C)=CCC/C(C)=C/C=N/NC(=O)c1ccccc1[N+](=O)[O-]
  A = 3	B = 2	C = i	D = 24	E = 0	F = 0.1	G = -1	H = 2	I = 7

> COc1cccc(CC2(CO)CCCN(Cc3sc(N4CCCC4)nc3Cl)C2)c1 (stereo not given)
  A = 4	B = 3	C = i	D = 28	E = -11	F = -0.5	G = -1	H = -3	I = 1

> O=c1c([N+](=O)[O-])c(NC2CCCCC2)c2ccccc2n1-c1ccccc1
  A = -3	B = 4	C = i	D = 12	E = -2	F = -1.0	G = 0	H = 1	I = -5

> COc1ccccc1N1CCN(C(=O)c2cc3ccccc3[nH]2)CC1
  A = 4	B = -2	C = i	D = 2	E = -3	F = -0.7	G = -4	H = 2	I = 7

> CNS(=O)(=O)c1ccc(Cl)nc1
  A = -13	B = -9	C = i	D = 3	E = 2	F = -0.9	G = -4	H = 2	I = -6

> CC(=O)Nc1ccc(OCc2ccc3c(c2)OCO3)cc1
  A = -6	B = 2	C = i	D = 3	E = 0	F = -0.1	G = -8	H = 0	I = -3

> CC(C)OCCCNC(=O)c1c(N)n(/N=C/c2ccccn2)c2nc3ccccc3nc12
  A = -1	B = 1	C = i	D = -7	E = -12	F = 1.0	G = 2	H = 1	I = 13

> CCC1CCCCN1C(=S)NC(=O)c1cccs1 (stereo not given)
  A = 3	B = -8	C = i	D = 27	E = 6	F = 0.7	G = -1	H = 4	I = -5

> Cc1ccc(NC(=O)Nc2ccc(F)c(Cl)c2)cc1
  A = 0	B = -1	C = i	D = 5	E = -4	F = 1.4	G = -1	H = -1	I = 7

> CC1Cc2nc(SCC(=O)Nc3ccc4c(c3)OCCO4)n(C)c(=O)c2S1 (stereo not given)
  A = 1	B = 3	C = i	D = 4	E = -3	F = 5.0*	G = -4	H = -4	I = 1

> Nc1c(N(Cc2ccccc2)C(=O)COc2ccc([N+](=O)[O-])cc2)c(=O)[nH]c(=O)n1Cc1ccccc1
  A = -3	B = 5	C = i	D = 0	E = 0	F = 0.1	G = -2	H = 2	I = 38

> CSCCC(N=C(NS(=O)(=O)c1ccc(Br)cc1)c1ccccc1)C(=O)O (stereo not given)
  A = 3	B = 1	C = i	D = 0	E = -1	F = 0.0	G = -2	H = -1	I = -3

Rows were taken by chance; any-hit rate near 3.7%.
